RT RNaseH block: blocks HIV-1 RNase H cleavage of RNA/DNA duplex. RT-RNase H RNA/DNA duplex cleavage, fluorescence. AID 565. inhibition, % at 10 µM. P04585. hit rate 1.9% among 65,000; in the data active = inhibition above about 50%
RmlC RmlD mix: inhibitors of RmlC and RmlD coupled enzymes. hit rate 0.39% among 110,000. AID 1532. RmlC/RmlD coupled enzyme inhibition, 384-well mixture HTS. inhibition, % at 5.5 µM; in the data active = inhibition above about 30%, passing the limit was not always enough; also: strong numbers were not always called active
* hit, by the source's call; / = no result given. A portion of the library; count on the stated rates, not on these rows.

Start of the listing, in advance (3 entries):
Structure | RT RNaseH block | RmlC RmlD mix
COc1ccccc1CNC(=O)C(C)NS(=O)(=O)c1ccc(Br)cc1 (centres undefined) | / | -10
CCC(C)(C(=O)NC1CCCC1)N(Cc1ccco1)C(=O)c1ccc2c(c1)OCO2 (centres undefined) | -6 | -1
CCc1ccc(C2N(c3ccc(OC)cc3)C(=O)C3CCCN32)cc1 (centres undefined) | 0 | 10

All compounds of this part, previewed entries included:
Structure | RT RNaseH block | RmlC RmlD mix
COc1ccccc1CNC(=O)C(C)NS(=O)(=O)c1ccc(Br)cc1 (centres undefined) | / | -10
CCC(C)(C(=O)NC1CCCC1)N(Cc1ccco1)C(=O)c1ccc2c(c1)OCO2 (centres undefined) | -6 | -1
CCc1ccc(C2N(c3ccc(OC)cc3)C(=O)C3CCCN32)cc1 (centres undefined) | 0 | 10
COc1ccc(-c2cc(C(=O)N3CCc4ccccc4C3)no2)cc1OC | -10 | 9
N#Cc1c(NC(=O)CN2CCOCC2)oc(-c2ccccc2)c1-c1ccccc1 | -9 | -11
O=C(CCCSc1nc2ccccc2[nH]1)Nc1nnc(-c2ccccc2)o1 | -4 | 7
COc1ccc(C(C)C)cc1S(=O)(=O)N1CCN(C)CC1 | 6 | 10
CC(Sc1nnc(-c2cccnc2)n1-c1ccccc1)C(=O)NCc1ccc2c(c1)OCO2 (centres undefined) | / | 8
CN(C)CCC(=O)NCC1OCCc2ccccc21 (centres undefined) | / | 11
Cc1cc(C)c(NC(=O)c2ccoc2C)c(C)c1 | / | 7
O=C(/C=C/c1cccs1)N1CCC2(CC1)Oc1ccc(Cl)cc1C(=O)C21CC(c2cccnc2)=NO1 (centres undefined) | / | 2
CCOc1cccc(C(=O)N2CCCCC2c2cccnc2)c1 (centres undefined) | -9 | -9
O=C(CSc1nc2c(c(=O)n1-c1ccc(Cl)cc1)SCC2)NCC1CCCO1 (centres undefined) | -5 | /
COC(=O)c1cccc(NS(=O)(=O)c2ccc(OC)c(OC)c2)c1C | / | 14
O=C1NC(c2ccc(Br)cc2)Nc2sc3c(c21)CCC3 (centres undefined) | / | 38
Cc1ccc(-c2nc3cnccn3c2Nc2ccccc2)o1 | 88* | -63
Cc1cc(C)n(C(=O)CSc2nnc(SCC(=O)n3nc(C)cc3C)s2)n1 | 4 | -10
COc1cccc(C(=O)CSc2nnc(-c3cc(OC)cc(OC)c3)o2)c1 | -4 | /
CC(c1ccccc1)C1CC(=O)N(c2ccc(C(=O)O)cc2)C1=O (centres undefined) | -9 | -7
Nc1c(N2CCCC2)cc(Cl)c2nonc12 | 36 | -26

Sorted by formula weight (ascending): some entries from above
Structure | RT RNaseH block | RmlC RmlD mix
Cc1cc(C)c(NC(=O)c2ccoc2C)c(C)c1 | / | 7
CN(C)CCC(=O)NCC1OCCc2ccccc21 (centres undefined) | / | 11
O=C1NC(c2ccc(Br)cc2)Nc2sc3c(c21)CCC3 (centres undefined) | / | 38

The list goes on.
Structure | RT RNaseH block | RmlC RmlD mix
Cc1cccc(NC(=O)c2nc[nH]c2C(=O)N[C@@H](CC(C)C)C(=O)OCc2ccccc2)c1 | / | 1
CCCn1c(Sc2nnnn2-c2ccccc2)n[nH]c1=O | -7 | -13
COC(=O)C1C(=O)NCC1c1ccc(C)cc1 (centres undefined) | / | 29
NC(=O)CC(NC(=O)Cc1ccc(Br)cc1)c1ccc(N2CCC(Cc3ccccc3)CC2)c([N+](=O)[O-])c1 (centres undefined) | / | -10
O=c1c(-c2ccc(F)cc2)coc2cc(O)ccc12 | -10 | 12
COc1ccc(NC(=O)Nc2ccc(N3CCCC3=O)cc2)cc1OC | 6 | 11
Cc1oc2cc(O)ccc2c(=O)c1-c1cnn(-c2ccccc2)c1 | 1 | 18
Cc1ccc2c(c1C)NC(C)CC2C (centres undefined) | -2 | -9
CC1(C)Cc2[nH]c(=S)c(C#N)cc2CO1 | 70* | -2
CCOc1ccc(CC(=O)Nc2c(C(=O)Nc3ccccc3)oc3ccccc23)cc1OCC | / | 9
Cc1ccc(S(=O)(=O)NC(=NC(C)C(=O)O)c2ccccc2)cc1 (centres undefined) | 1 | /
CCOC(=O)C1CCN(C(=O)CN(c2ccc3c(c2)OCCO3)S(C)(=O)=O)CC1 | / | -9
O=C1CC(c2nc3ccccc3[nH]2)CN1Cc1ccccc1 (centres undefined) | -7 | 19
CCn1c(SCC(=O)c2ccc(O)c(O)c2)nnc1-c1ccc(C)cc1 | / | -4
Clc1ccccc1C(c1nnnn1Cc1ccco1)N1CCN(Cc2ccco2)CC1 (centres undefined) | 6 | 0
O=C(O/N=C1\CCCc2ccccc21)c1ccc(F)cc1 | / | 7
CCOc1ccc(NS(=O)(=O)c2ccc3[nH]cc(C(=O)NCCOC)c(=O)c3c2)cc1 | -23 | /
O=C(CSc1nc2[nH]ncc2c(=O)n1-c1ccccc1Br)NCc1ccco1 | 19 | -12
CCOCCn1c(CN2CCC(Cc3ccccc3)CC2)nc2c1c(=O)n(C)c(=O)n2C | 0 | -12
O=C(N1CCOCC1)N1CCN(c2ccccc2)CC1 | / | -10
CCC(=O)N1CCN(c2ccc(NC(=O)COc3ccccc3Cl)cc2)CC1 | / | -8
Cc1cc2oc(=O)cc(CN3CCN(Cc4ccccc4)CC3)c2cc1Cl | -8 | 4
C=CC1=C2C=C(C3CC3)N(CC3CC3)C=C2C(=O)C(C)(OC(=O)c2ccco2)C1=O (centres undefined) | / | -9
CCCc1nc2ccccc2n1CCOC | / | 6
N/C(=N\OC(=O)CCc1ccccc1)c1ccc(Cl)cc1 | / | 7
Cc1cccc(NC(=S)NC2CC3CCC(C2)N3Cc2ccco2)c1C (centres undefined) | / | 3
Cc1cc(C(=O)OCc2nc3ccccc3s2)c(C)o1 | -57 | /
COc1ccc(C)cc1NC(=O)c1[nH]c(C)c(C(C)=O)c1C | -12 | -9
CCC(NC(=O)C1CCC1)c1ccc(C)cc1 (centres undefined) | / | 10
COc1ccc(-c2noc(CCC(=O)N(C)c3cccc(C)c3)n2)cc1 | -72 | -6
Cc1cccc(OCCNC(=O)c2ncn[nH]2)c1 | -5 | 4
Cc1nnc(SCc2nnc(-c3ccccc3Br)o2)n1-c1ccccc1 | -72 | 11
Cn1nc(C(F)(F)F)c(C(=O)Nc2ccc(F)cc2F)c1Sc1ccc(C(F)(F)F)cc1 | / | 9
CC1CCC(NC(=O)C2CCC(CNS(=O)(=O)c3cccc4nsnc34)CC2)CC1 (centres undefined) | / | -14
Cc1ccc2[nH]c3c(c2c1)CN(C(=O)CN1CCN(c2ccccn2)CC1)CC3 | 0 | -9
O=C(CSc1nnc(Cc2ccccc2)o1)NCCc1ccccc1 | -7 | 7
Cn1c2c(c(=O)n(C)c1=O)C(C(F)(F)F)(C(F)(F)F)N=C(c1ccccc1Cl)N2 | / | -9
CCOc1ccc(-c2nnc3sc(-c4c(OC)cccc4OC)nn23)cc1 | -6 | /
CCCSc1nn2c(=O)c3ccccc3nc2s1 | / | -6
COC(=O)c1c(NC(=O)c2ccccc2)sc2c1CC(C)(C)OC2 | / | -25

Fetched by compound from the list above, 6 records:
Structure | RT RNaseH block | RmlC RmlD mix
CC1CCC(NC(=O)C2CCC(CNS(=O)(=O)c3cccc4nsnc34)CC2)CC1 (centres undefined) | / | -14
COC(=O)c1c(NC(=O)c2ccccc2)sc2c1CC(C)(C)OC2 | / | -25
Cn1c2c(c(=O)n(C)c1=O)C(C(F)(F)F)(C(F)(F)F)N=C(c1ccccc1Cl)N2 | / | -9
O=C(CSc1nnc(Cc2ccccc2)o1)NCCc1ccccc1 | -7 | 7
Cc1nnc(SCc2nnc(-c3ccccc3Br)o2)n1-c1ccccc1 | -72 | 11
CCCSc1nn2c(=O)c3ccccc3nc2s1 | / | -6

Going on with the list:
Structure | RT RNaseH block | RmlC RmlD mix
O=C(Nc1nnc(-c2ccc(Cl)cc2)o1)C1CCCCC1 | -3 | -4
COc1ccc(C(=O)Nc2c(Cl)cc(Cl)cc2C(=O)NCCN2CCOCC2)cc1 | / | -4
Cc1c(N2C(=O)c3ccc(F)cc3C2=O)c(=O)n(-c2ccccc2)n1C | / | -7
O=C(Cn1nnc(-c2ccc(CN3CCOCC3)cc2)n1)N1CCCc2ccccc21 | -10 | -9
O=C(C1CCCN(S(=O)(=O)c2cccc3nsnc23)C1)N1CCc2ccccc21 (centres undefined) | 1 | /
O=C(CSc1nnc(C2CC2)n1-c1ccccc1)NCCc1ccc(F)cc1 | / | 10
COc1ccc(C(=O)Nc2ccc(S(=O)(=O)NC(C)C)cc2)cc1 | / | -16
CCCCN(CC)C(=O)c1cc2cc3ccc(OC)cc3nc2o1 | / | -4
Cc1ccc(C(=O)NCCc2csc(-c3cccnc3)n2)cc1 | / | 9
CCOC(=O)C1CCCN(C(=O)Nc2cccc(Cl)c2)C1 (centres undefined) | -1 | -2

(next part)
Molecule | RT RNaseH block | RmlC RmlD mix
CCOC(=O)CNC(=O)c1ccc2[nH]c3c(c2c1)CCCC3 | 0 | 8
Cc1cc(C)nc(N(C#N)CCOc2ccccc2)n1 | -32 | -9
Cc1ccc(S(=O)(=O)NCCNC(=O)c2ccccc2)cc1 | -48 | -10
O=C1c2ccccc2C(=O)N1CCn1c(=O)oc2ccccc21 | -30 | 9
CCOC(=O)C1=Nc2ccccc2C1=[N+]=[N-] | 0 | -14
O=C1CC(c2ccccc2)CCc2sccc2N1 (centres undefined) | / | 5
COCC(C)NCc1cccc([N+](=O)[O-])c1 (centres undefined) | / | 5
O=C(Nc1cnccn1)c1cccs1 | 3 | 3
O=C(OCc1ccc2c(c1)OCO2)c1ccc(S(=O)(=O)N2CCCC2)cc1 | -82 | /
CCOC(=O)CCCNC(=O)COc1ccccc1C#N | -16 | -6
N#Cc1c(-c2ccccc2)cc(-c2ccco2)c(C#N)c1N | 46 | /
COC(=O)c1ccccc1NC(=S)NC(NC(=O)c1ccccc1[N+](=O)[O-])C(Cl)(Cl)Cl (centres undefined) | / | 9
Cc1nc2cc(C(=O)N3CCC4(CC3)OCCO4)ccc2n1-c1cccc(F)c1 | -15 | -9
O=S(=O)(Nc1ccc(N2CCOCC2)nn1)c1ccccc1 | 3 | 8
CC(C)c1nc(SCC(=O)N2c3ccccc3CC2C)c2ccccc2n1 (centres undefined) | / | 7
FC(F)Oc1ccccc1NC(=S)NCc1ccco1 | / | 1
COc1cc(C)nc(Oc2ccc(=O)[nH]n2)n1 | 3 | 8
O=C(OCC(=O)c1ccc(S(=O)(=O)N2CCCC2)cc1)C1=COCCO1 | 7 | 0
O=C(NCc1nc2ccccc2[nH]1)C1=C[C@H](c2ccc(C(F)(F)F)cc2)C[C@H](OCCCCO)O1 | / | -5
Cc1ccc(-n2c(=O)cc(NCc3cccnc3)[nH]c2=O)cc1 | -3 | 22
OCCCc1nc2ccccc2n1CCc1ccccc1 | -1 | 0
OCCCc1nc2n(n1)C(c1cccs1)C=C(c1ccccc1)N2 (centres undefined) | -32 | -4
COc1cccc(OC)c1OCCN1CCN(C(=O)c2ccco2)CC1 | 2 | 0
CCCCOC(=O)C(C)Oc1ccc(=O)n(-c2ccccc2)n1 (centres undefined) | -8 | 6
CC(Oc1ccccc1F)C(=O)Nc1ccc2ccccc2c1 (centres undefined) | / | -8
CCOC(=O)c1c(C)oc2c1c(C=NCC1CCCO1)c(O)c1ccccc12 (centres undefined) | -4 | /
CCCC(=O)NCCc1cc2c(C)ccc(C)c2[nH]c1=O | -12 | 9
c1ccc(-c2cnn3nnnc3n2)cc1 | -12 | -10
COC(=O)C(C)Sc1ccc2nnc(-c3cccc(F)c3)n2n1 (centres undefined) | 18 | -44
CC1(c2ccccc2)NC(=O)N(CC(=O)NCCC2=CCCCC2)C1=O (centres undefined) | / | 7
CCC(=O)c1c[nH]c(C(=O)NCCCN2CCOCC2)c1 | / | 7
COc1cccc(N2[C@@H](CC(=O)O)c3ccccc3S2(=O)=O)c1 | / | -18
Cc1ccc2cc(CN(CCN3CCOCC3)Cc3nnnn3Cc3ccco3)c(=O)[nH]c2c1C | -7 | 10
CC(=O)Nc1cccc(C(=O)NC(C)c2ccc(S(N)(=O)=O)cc2)c1 (centres undefined) | / | -6
CCn1cc(CNC(=O)C2C3CCC(C3)C2C(=O)O)cn1 (centres undefined) | -5 | /
Cc1ccc(C)c(-n2c(N)c(C(N)=O)sc2=S)c1 | 15 | 12
CC(C)(C)n1nnnc1C(c1cccs1)N(Cc1cccnc1)Cc1ccccc1Cl (centres undefined) | / | 3
Cc1nc(SCCC(=O)O)c2ccccc2n1 | -2 | -1
Cc1ccc(C)c(NC(=O)C2C(c3ccccc3)C2(Cl)Cl)c1 (centres undefined) | / | 9
C/C=C\C=C/C(=O)Nc1cccc(C2=NOC3(C2)C[C@@H](C(N)=O)N(C(=O)CCCCC)C3)c1 (some centres undefined) | / | 20
Cc1cc(C)nc(N2CCC(C(=O)NCC3CCCCC3)CC2)n1 | -2 | -5
CCn1c(Cc2ccccc2)nnc1SCC(=O)Nc1nc2ccccc2s1 | 21 | -12
Cc1ccc(C)c(NC2=C(Cl)C(=O)OC2OC(=O)c2ccco2)c1 (centres undefined) | / | -10
CCCc1noc(-c2ccc(-c3ccccc3)cc2)n1 | -5 | 4
COc1ccc(-n2c(C)cc(C(=O)CSc3nn4c(=O)c(C(C)(C)C)nnc4s3)c2C)cc1 | 50* | -10
O=C(O)C1CCCN(CCC=C(c2ccccc2)c2ccccc2)C1 (centres undefined) | / | 12
CCOC(=O)c1sc2nc(SC)nc(-c3ccccc3)c2c1N | / | -5
CCN(Cc1ccccc1)C(=O)CCCOc1ccccc1 | -50 | -10
CCCCCSc1nnc2c(n1)OC(c1cccn1C)N(C(C)=O)c1ccccc1-2 (centres undefined) | -2 | 2

Screens (PubChem BioAssay)
